# Screening results (PubChem BioAssay)
# Hck-Nef inh: human Hck-Nef kinase inhibition; inhibition, % at 20 µM; AID 463187; Recombinant Hck-YEEI plus Nef, Z-Lyte FRET kinase assay; hit rate 0.68% among 220,000;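 active = Hck-Nef kinase inhibition above about 50%, limit read from the data; inactive = inhibition below that limit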;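 also: 0% = DMSO with Hck plus Nef and 100% = Hck alone without Nef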
# Runt-SMMHC FRET: blocks binding of human RUNX1 Runt domain to CBFb-SMMHC; Cerulean-Runt/Venus-CBFb-SMMHC FRET ratio 530/480, 1 h; hit rate 0.74% among 220,000; Q01196+Q13951; inhibition, % at 20 µM;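 active = mean inhibition across duplicate retests at 20 µM reaching about 50%, limit read from the data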;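 also: 0% = DMSO wells and 100% = wells with excess untagged CBFb-SMMHC; inhibitors lower the FRET ratio by blocking Runt binding to CBFb-SMMHC; some results filed as inactive read as strong as hits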
# zVAD death inh: blocks zVAD induced death of L929 cells. viability rescue, % at 10 µM. hit rate 0.38% among 220,000. L929 zVAD necroptosis rescue, ATP luminescence, 24 h; with zVAD 60 µM. AID 1377;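 active = activation, scaled between plate controls, above about 75%, limit read from the data; inactive = activation under that limit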;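 also: 0% = zVAD with DMSO and 100% = DMSO alone without zVAD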
# 14-3-3 Bad PPI: disrupts binding of bovine 14-3-3 zeta to phospho-Bad peptide. TR-FRET 14-3-3zeta/Dy647-pBad peptide displacement, 1 h. P63103. hit rate 0.71% among 220,000. inhibition, % at 21.7 µM;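 active = inhibition above about 70%, limit read from the data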;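 also: 0% = full 14-3-3 plus peptide FRET controls and 100% = background without 14-3-3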
# Target sequence (P63103 whole entry, looked up): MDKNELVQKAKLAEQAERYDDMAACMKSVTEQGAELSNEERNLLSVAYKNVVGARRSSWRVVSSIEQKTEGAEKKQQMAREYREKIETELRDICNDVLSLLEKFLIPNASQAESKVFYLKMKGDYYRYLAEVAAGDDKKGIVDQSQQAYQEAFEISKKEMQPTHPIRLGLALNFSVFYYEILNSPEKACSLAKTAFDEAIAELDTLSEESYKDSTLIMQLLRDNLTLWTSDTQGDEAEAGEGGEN
# Mdm2 ligase inh: Mdm2 E3 ligase (human) inhibition; AID 1230; signal enhancement, % at 5 µM; hit rate 0.11% among 210,000; cell-based MDM2 ubiquitination luciferase reporter, 2 h; 0 = plate control, 100 = twice control, blank-subtracted; Q00987;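 active = signal enhancement of 30% or more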;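 also: luminescence tracks abundance of the self-degrading MDM2-luciferase fusion protein; higher signal means inhibition of MDM2 E3 ligase activity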
#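 Timing – 2 h compound exposure at 37 °C · Assay system – mammalian cells stably expressing self-ubiquitinating, self-degrading MDM2 E3–luciferase fusion · Amount – 2000 cells seeded into each well · Measure – % luminescence enhancement versus blank-corrected plate control mean · Measured by – SteadyLite luminescence, 15 min reagent step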
# NCF1 inh: p47phox (human) inhibition; P14598; AID 1274; inhibition, % at 24.7 µM; p47phox/p22phox peptide binding, fluorescence polarization, 2 h; hit rate 0.53% among 220,000;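 active = inhibition above about 30%, limit read from the data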;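 also: 0% = p47phox with labelled peptide and 100% = labelled peptide alone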
# Tb hexokinase: blocks Trypanosoma brucei hexokinase 1 activity. recombinant TbHK1, G6PDH-coupled NADH A340. inhibition, % at 10 µM. hit rate 0.11% among 220,000. AID 1430;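 active = inhibition of 50% or more in the single-dose primary screen; inactive = inhibition below 50%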
# EBV gp42 inh: EBV gp42 inhibition | Q1HVG2 | Fluorescence polarization binding assay, mP read-out | inhibition, % (tested at 21.74 µM) | hit rate 0.42% among 220,000; in the data active = inhibition above about 50%
# Target sequence (Q1HVG2 whole entry, looked up): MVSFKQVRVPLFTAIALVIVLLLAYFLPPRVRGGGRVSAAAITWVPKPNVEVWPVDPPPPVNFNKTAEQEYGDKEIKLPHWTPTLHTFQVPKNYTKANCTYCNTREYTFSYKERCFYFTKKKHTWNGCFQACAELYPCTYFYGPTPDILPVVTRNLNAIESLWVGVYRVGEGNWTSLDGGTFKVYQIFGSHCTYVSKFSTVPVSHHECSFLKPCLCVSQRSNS
# Runt-CBFb FRET: blocks binding of human RUNX1 Runt domain to CBFb. Cerulean-Runt/Venus-CBFb FRET ratio 530/480, 1 h. hit rate 0.46% among 220,000. AID 1496. Q01196+Q13951. inhibition, % at 20 µM;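 active = inhibition over about 50% at 20 µM in the single-dose screen, limit read from the data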;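 also: 0% = DMSO wells and 100% = excess unlabeled CBFb competitor control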
#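 Measured by: fluorescence energy transfer, 422 nm excitation, 530/480 nm emission; test system: Cerulean-tagged RUNX1 Runt domain (FRET donor) fusion protein; buffer or medium: Tris pH 7.5 buffer with BSA; compound: one dose, 20 µM compound, 1% DMSO; times: two 1 h room-temperature incubations shielded from light; benchmarks: unlabeled CBFb 5 µM, positive control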
# Numbers without * were called inactive; . = not tested or not shown; [ ] = remark or other dose.
1: Cc1[nH][nH]c(=O)c1C=NCc1ccc(Cl)cc1
2: Nc1ccccc1SCC(=O)Nc1ccc(N2CCOCC2)cc1
3: CCN1CCN(C(=O)C2CCN(C(=O)c3cc4sccc4n3CC)CC2)CC1
4: Cc1ccc2nc3c(c(C(=O)O)c2c1)CCC3
5: COc1cc2c(cc1OC)CN(CC(=O)Nc1ccc3c(c1)OC(F)(F)O3)CC2
compound no. | 1 | 2 | 3 | 4 | 5
Hck-Nef inh | -9 | -3 | 12 | 1 | 15
Runt-SMMHC FRET | -3 | -2 | -6 | 3 | -7
zVAD death inh | 1.1 | 1.4 | 1.0 | -0.1 | -0.3
14-3-3 Bad PPI | -10 | -4 | -1 | 5[fluorescence artefact?] | -6[fluorescence artefact?]
Mdm2 ligase inh | 4 | -15 | -17 | -19 | -10
NCF1 inh | 5 | -7 | -5 | -1 | -3
Tb hexokinase | -13 | -2 | -2 | 2 | -6
EBV gp42 inh | 3 | 0 | -16 | -6 | -21
Runt-CBFb FRET | 2 | -1 | 1 | 0 | -4

6: Cc1csc(NC(=O)CSc2ncn(-c3ccccc3)n2)n1
7: Clc1ccc(-n2nnnc2-c2cnc(-c3ccncc3)nc2-c2cccs2)cc1
8: O=C(Cc1ccc(F)cc1)N1CCC(N2CCC(C(=O)N3CCOCC3)CC2)CC1
9: CC(C)NS(=O)(=O)c1ccc(CCC(=O)Nc2ccc3c(c2)OCCO3)cc1
10: CCCCNCc1nc2ccccc2c(=O)[nH]1
compound no. | 6 | 7 | 8 | 9 | 10
Hck-Nef inh | 2 | 0 | 22 | 0 | 22
Runt-SMMHC FRET | 2 | 3 | -3 | -1 | -1
zVAD death inh | 0.5 | -0.1 | 1.2 | -0.6 | 15
14-3-3 Bad PPI | -12 | 1 | -12 | 8 | -15
Mdm2 ligase inh | 1 | 3 | -4 | -13 | -12
NCF1 inh | -4 | -8 | -24 | -10 | -8
Tb hexokinase | 2 | -11 | -3 | 4 | -5
EBV gp42 inh | 7 | -7 | -4 | -4 | -7
Runt-CBFb FRET | 0 | 0 | -1 | 2 | 0

11: CCOC(=O)c1c(NC(=O)CN2CCOCC2)sc2c1CCCC2=O
12: Cc1c(NC(=O)NC(=O)c2ccc(F)cc2)c(=O)n(-c2ccccc2)n1C
13: CCOC(=O)Cc1csc(NC(=O)CSc2nnc(C)n2C)n1
14: O=S1(=O)N=C(N=Nc2c(O)[nH]c3ccccc23)c2ccccc21
15: c1coc(-c2ncc[nH]2)c1
compound no. | 11 | 12 | 13 | 14 | 15
Hck-Nef inh | -3 | -1 | -1 | 16 | 6
Runt-SMMHC FRET | 6 | -1 | -2 | -5 | 0
zVAD death inh | -0.2 | -0.4 | 0.5 | 3.0 | 1.0
14-3-3 Bad PPI | -2 | -4[fluorescence artefact?] | 9[fluorescence artefact?] | -12 | -14
Mdm2 ligase inh | -14 | -15 | -26 | 8 | -4
NCF1 inh | -1 | -11 | 1 | 5 | 0
Tb hexokinase | -21 | 0 | -8 | -4 | 0
EBV gp42 inh | -15 | -23 | -16 | 1 | 5
Runt-CBFb FRET | -3 | 1 | 0 | -3 | 0

# 10 structures from above, arranged by count of non-hydrogen atoms, low to high:
15: c1coc(-c2ncc[nH]2)c1
1: Cc1[nH][nH]c(=O)c1C=NCc1ccc(Cl)cc1
6: Cc1csc(NC(=O)CSc2ncn(-c3ccccc3)n2)n1
13: CCOC(=O)Cc1csc(NC(=O)CSc2nnc(C)n2C)n1
2: Nc1ccccc1SCC(=O)Nc1ccc(N2CCOCC2)cc1
11: CCOC(=O)c1c(NC(=O)CN2CCOCC2)sc2c1CCCC2=O
12: Cc1c(NC(=O)NC(=O)c2ccc(F)cc2)c(=O)n(-c2ccccc2)n1C
compound no. | 15 | 1 | 6 | 13 | 2 | 11 | 12
Hck-Nef inh | 6 | -9 | 2 | -1 | -3 | -3 | -1
Runt-SMMHC FRET | 0 | -3 | 2 | -2 | -2 | 6 | -1
zVAD death inh | 1.0 | 1.1 | 0.5 | 0.5 | 1.4 | -0.2 | -0.4
14-3-3 Bad PPI | -14 | -10 | -12 | 9[fluorescence artefact?] | -4 | -2 | -4[fluorescence artefact?]
Mdm2 ligase inh | -4 | 4 | 1 | -26 | -15 | -14 | -15
NCF1 inh | 0 | 5 | -4 | 1 | -7 | -1 | -11
Tb hexokinase | 0 | -13 | 2 | -8 | -2 | -21 | 0
EBV gp42 inh | 5 | 3 | 7 | -16 | 0 | -15 | -23
Runt-CBFb FRET | 0 | 2 | 0 | 0 | -1 | -3 | 1

9: CC(C)NS(=O)(=O)c1ccc(CCC(=O)Nc2ccc3c(c2)OCCO3)cc1
5: COc1cc2c(cc1OC)CN(CC(=O)Nc1ccc3c(c1)OC(F)(F)O3)CC2
8: O=C(Cc1ccc(F)cc1)N1CCC(N2CCC(C(=O)N3CCOCC3)CC2)CC1
compound no. | 9 | 5 | 8
Hck-Nef inh | 0 | 15 | 22
Runt-SMMHC FRET | -1 | -7 | -3
zVAD death inh | -0.6 | -0.3 | 1.2
14-3-3 Bad PPI | 8 | -6[fluorescence artefact?] | -12
Mdm2 ligase inh | -13 | -10 | -4
NCF1 inh | -10 | -3 | -24
Tb hexokinase | 4 | -6 | -3
EBV gp42 inh | -4 | -21 | -4
Runt-CBFb FRET | 2 | -4 | -1

# More records.
16: CC1CCN(CCCOc2ccc(Cl)cc2Br)CC1
17: O=C(COc1ccc(Cl)cc1Cl)NNC(=S)NCc1ccco1
18: N#CC1=C(N)OC2=C(C(=O)CCC2)C1c1ccsc1 (centres undefined)
19: COCCCn1c(O)c(/C=C2\N=C(C#N)C(=Nc3ccc(C)cc3)O2)sc1=S
20: CCCN1CCN(C(=O)Cn2cnc3ccc(S(=O)(=O)N4CCC(C)CC4)cc3c2=O)CC1
compound no. | 16 | 17 | 18 | 19 | 20
Hck-Nef inh | 24 | 21 | 0 | 13 | 27
Runt-SMMHC FRET | 4 | 6 | -3 | -57 | 0
zVAD death inh | 0.5 | 0.2 | 0.5 | -1.6 | -0.3
14-3-3 Bad PPI | 14 | -10 | 1 | -13 | -8
Mdm2 ligase inh | -22 | -2 | -14 | -22 | 2
NCF1 inh | 6 | -23 | -7 | -43 | -1
Tb hexokinase | -3 | 3 | 0 | -20 | 0
EBV gp42 inh | -14 | 0 | -7 | -18 | 8
Runt-CBFb FRET | 1 | 7 | -2 | -19 | -1

21: O=C(NCc1nc2ccccc2[nH]1)C1=C[C@H](c2ccccc2)C[C@H](OCc2ccc(CO)cc2)O1
22: CN1C(C(=O)NCc2cccc(Br)c2)CC2Cn3c(nc4ccccc43)C21 (centres undefined)
23: COc1cc(C2CC(=O)n3c(nc4ccccc43)S2)cc(OC)c1OC (centres undefined)
24: O=C(NC1CCCC1)C1CCN(c2cnccn2)CC1
25: COC(=O)[C@H](C)NC(=O)Nc1ccccc1F
26: CCN(CCn1cccn1)C(=O)CC1C(=O)NCCN1Cc1ccc(F)cc1 (centres undefined)
compound no. | 21 | 22 | 23 | 24 | 25 | 26
Hck-Nef inh | -5 | 26 | 10 | -13 | 2 | 17
Runt-SMMHC FRET | -11 | 0 | 5 | -4 | -1 | -2
zVAD death inh | 1.1 | -1.2 | -0.5 | -0.3 | 0.4 | 0.0
14-3-3 Bad PPI | -4 | -1 | 0 | -1 | 8[fluorescence artefact?] | 8
Mdm2 ligase inh | . | 12 | 3 | -5 | 2 | 7
NCF1 inh | 4 | -7 | -8 | -1 | -12 | 6
Tb hexokinase | -7 | -16 | 1 | -10 | -2 | 5
EBV gp42 inh | -9 | -7 | -4 | 5 | -11 | -2
Runt-CBFb FRET | 1 | 0 | 0 | 0 | 1 | 1

# Random draw from the library; about 3.2% have a hit in one of these screens.
